Screening results from PubChem.
SENP7 inh: inhibitors of human SENP7 protease; actives 1.5% (n = 330,000); inhibition, % at 5 µM; recombinant SENP7, Z-RLRGG-aminoluciferin luminescence, 40 min; Q9BQF6; AID 434973;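 active = inhibition above about 50% at the single test dose, limit read from the data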;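 note: plate controls were DMSO with enzyme for no effect and no enzyme buffer wells for full effect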
beta cell repl: induces beta-cell replication in MIN6 cells. actives 0.29% (n = 330,000). MIN6 cells proliferation, ATPlite luminescence, 48 h; cells starved in 0.2% serum; 100% = growth in 10% serum. AID 2380. proliferation, % at 10 µM;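 active = compounds whose signal lies at least 3.5 SD above the mean of all wells on their plate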;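 note: 0% = DMSO-treated cells in low-serum medium and 100% = 10% serum control; some compounds called inactive have numbers as strong as hits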
SENP8 block-1: SENP8 protease inhibition; Q96LD8; actives 1.2% (n = 330,000); AID 2540; inhibition, % at 10 µM; purified SENP8, Z-RLRGG-aminoluciferin cleavage, luminescence; in the data active = inhibition above about 50%
SENP6 inh: blocks the human protease SENP6 | Recombinant SENP6 catalytic domain, aminoluciferin luminescence | inhibition, % at 10 µM | actives 1.8% (n = 330,000) | AID 2599;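 active = inhibition above about 50% at the single tested dose, limit read from the data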;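 note: plate controls were DMSO wells with enzyme for no effect and DMSO wells lacking enzyme for full effect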
PfGluPho inh: PfG6PD (Plasmodium falciparum) enzyme inhibition; actives 0.78% (n = 350,000); PfGluPho enzyme, NADPH resazurin-diaphorase fluorescence; inhibition, % at 20 µM;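 active = inhibition reaching at least a set limit at 20 µM in the primary screen, cut at about 59% in these data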;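 note: 0% = DMSO wells with substrate and 100% = DMSO wells lacking glucose-6-phosphate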
SENP1 FRET inh: SENP1 (human) catalytic domain inhibition; Q9P0U3; actives 0.21% (n = 360,000); inhibition, % at 10 µM; recombinant SENP1 catalytic domain, CyPet-SUMO1-YPet FRET cleavage;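 active = inhibition at least 30% at 10 µM, raw YFP signal under a set limit, fluorescence ratio 0.5 to 1.5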;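 note: 0% = enzyme with DMSO and 100% = no enzyme wells; some results filed as inactive read as strong as hits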
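material = recombinant human SENP1 catalytic domain, His6-tagged | quantity = 20 pM enzyme | reagent = 25 nM SUMO1 FRET substrate | compound dosing = 10 µM single point, 0.5% DMSO | timing = 50 min enzyme reaction, room temperature, light-protected | detection = FRET, CFP and YFP emission | control set = no-enzyme low, enzyme-DMSO high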
SENP8 block-2: SENP8 (human) protease inhibition | recombinant SENP8, Nedd8 substrate fluorescence | inhibition, % at 20 µM | AID 602440 | actives 0.64% (n = 360,000); in the data active = inhibition mostly above about 40%, no sharp cut-off; inactive = mostly below about 27%
HKDC1 inhibitor: inhibitors of human hexokinase HKDC1; Q2TB90; recombinant HKDC1, G6PDH/diaphorase resazurin coupled fluorescence; inhibition, % at 20 µM; actives 0.16% (n = 340,000);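 active = inhibition above about 35% when tested at 20 µM, limit read from the data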;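 note: plate controls were DMSO wells with enzyme for no effect and DMSO wells lacking enzyme for full effect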
Target sequence (Q2TB90 whole entry, looked up): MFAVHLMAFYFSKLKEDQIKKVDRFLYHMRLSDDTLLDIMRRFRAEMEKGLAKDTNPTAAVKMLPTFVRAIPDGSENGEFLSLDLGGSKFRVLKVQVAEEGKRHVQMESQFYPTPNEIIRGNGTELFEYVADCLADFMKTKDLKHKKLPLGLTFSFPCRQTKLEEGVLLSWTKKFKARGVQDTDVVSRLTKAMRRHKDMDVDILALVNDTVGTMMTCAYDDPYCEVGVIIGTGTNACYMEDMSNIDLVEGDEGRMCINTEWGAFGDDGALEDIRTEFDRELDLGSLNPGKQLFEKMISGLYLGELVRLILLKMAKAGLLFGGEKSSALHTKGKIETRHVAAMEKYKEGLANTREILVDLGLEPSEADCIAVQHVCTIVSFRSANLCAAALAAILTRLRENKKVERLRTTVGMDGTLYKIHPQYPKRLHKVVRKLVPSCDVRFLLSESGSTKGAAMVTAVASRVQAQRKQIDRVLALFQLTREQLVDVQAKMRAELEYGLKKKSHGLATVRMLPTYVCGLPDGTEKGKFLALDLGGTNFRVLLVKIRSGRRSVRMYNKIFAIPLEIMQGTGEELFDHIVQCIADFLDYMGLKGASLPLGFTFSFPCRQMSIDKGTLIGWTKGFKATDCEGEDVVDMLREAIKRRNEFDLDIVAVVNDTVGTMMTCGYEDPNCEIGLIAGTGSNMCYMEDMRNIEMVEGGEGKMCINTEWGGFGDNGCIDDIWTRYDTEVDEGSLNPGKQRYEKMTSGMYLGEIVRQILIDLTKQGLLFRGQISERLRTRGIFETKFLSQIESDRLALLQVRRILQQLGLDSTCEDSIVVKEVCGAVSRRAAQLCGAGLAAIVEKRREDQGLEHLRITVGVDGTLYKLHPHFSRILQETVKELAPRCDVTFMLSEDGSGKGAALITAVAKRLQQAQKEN
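Material – in-house recombinant HK5 (HKDC1) enzyme · Quantity – HKDC1 at 5 µg/mL · Buffer or medium – pH 8.0 Tris buffer with 10 mM MgCl2 · Reagent – glucose with 1 mM ATP · Dosing – single 20 µM dose · Times – reaction time 90 min, room temperature, protected from light · Technique – resorufin fluorescence at 613 nm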
UBC13 polyUb: inhibitors of human UBC13 polyubiquitin chain formation; P61088; TR-FRET; inhibition, % at 20 µM; actives 0.47% (n = 330,000); AID 485273; in the data active = inhibition above about 45%, passing the limit was not always enough
Target sequence (P61088 whole entry, looked up): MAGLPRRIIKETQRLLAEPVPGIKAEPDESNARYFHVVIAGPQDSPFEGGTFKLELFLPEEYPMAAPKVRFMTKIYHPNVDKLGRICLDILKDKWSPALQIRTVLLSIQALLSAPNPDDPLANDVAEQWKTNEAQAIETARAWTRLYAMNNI
* hit, by the source's call. No enrichment for hits; any-hit rate near 4%.

O=C(c1ccco1)N1CCN(C(=O)N2CCCC2)CC1 was read as SENP7 inh -0.1, beta cell repl -2.6, SENP8 block-1 5.9, SENP6 inh -1.6, PfGluPho inh 5.4, SENP1 FRET inh 0.7, SENP8 block-2 32.5, HKDC1 inhibitor -7.4 and UBC13 polyUb 12.2.
Screening CCN(CC)c1ccc(C(=C2C=CC(=[N+](CC)CC)C=C2)c2ccc(S(=O)(=O)O)cc2S(=O)(=O)[O-])cc1 returned PfGluPho inh 20.7, SENP1 FRET inh -17.1, SENP8 block-2 -2.1 and HKDC1 inhibitor 11.8.
Screening COc1ccc(N(CC(=O)Nc2ccc3c(c2)OCO3)S(=O)(=O)c2ccc(F)cc2)cc1 returned SENP7 inh -5.7, beta cell repl -0.3, SENP8 block-1 -7.2, SENP6 inh -3.0, PfGluPho inh 17.1, SENP1 FRET inh -1.6, SENP8 block-2 12.6, HKDC1 inhibitor -0.2 and UBC13 polyUb 4.2.
Screening c1ccc2oc(SCc3cn4ccsc4n3)nc2c1 returned SENP7 inh -6.7, beta cell repl -0.9, SENP8 block-1 -10.6, SENP6 inh 9.7, PfGluPho inh 4.4, SENP1 FRET inh 2.0, SENP8 block-2 16.1, HKDC1 inhibitor 3.4 and UBC13 polyUb -1.1.
Screening Cc1cccc(N(CC(=O)Nc2ccc(-c3nc4ccc(C)cc4s3)cc2)S(C)(=O)=O)c1 returned SENP7 inh -1.0, beta cell repl -2.8, SENP8 block-1 6.6, SENP6 inh -2.6, PfGluPho inh -0.7, SENP1 FRET inh -43.4, SENP8 block-2 -455.3, HKDC1 inhibitor -2.6 and UBC13 polyUb 26.1.
Screening CC(C)=C1C2CCC1C1C(=O)N(NC(=O)COc3ccc(Cl)c(C)c3)C(=O)C21 (stereo not drawn) returned SENP7 inh 8.2, beta cell repl -0.8, SENP8 block-1 -1.8, SENP6 inh 12.0, PfGluPho inh -7.2, SENP1 FRET inh 0.0, SENP8 block-2 13.4, HKDC1 inhibitor -0.7 and UBC13 polyUb -2.1.
Screening CCCN(CC(=O)Nc1ccccc1OC)C(=O)c1ccc(=O)[nH]c1 returned SENP7 inh 1.5, beta cell repl 2.9, SENP8 block-1 5.9, SENP6 inh -17.9, PfGluPho inh 4.5, SENP1 FRET inh 1.9, SENP8 block-2 12.0, HKDC1 inhibitor -3.3 and UBC13 polyUb 2.4.
Screening CCOc1ccc(C(=O)/C=C/Nc2ccc(S(=O)(=O)N=C(N)N)cc2)cc1 returned SENP7 inh 8.2, beta cell repl 1.1, SENP8 block-1 2.9, SENP6 inh -3.0, PfGluPho inh -4.8, SENP1 FRET inh -38.7, SENP8 block-2 -411.2, HKDC1 inhibitor -16.1 and UBC13 polyUb -5.7.
For O=c1/c(=C/c2ccccc2)sc2nnc(-c3cccs3)n12 the results were SENP7 inh -5.1, beta cell repl -5.6, SENP8 block-1 -2.4, SENP6 inh -27.4, PfGluPho inh -4.1, SENP1 FRET inh 3.3, SENP8 block-2 16.1, HKDC1 inhibitor 1.4 and UBC13 polyUb 0.7.
Screening CCC(C)[C@H](NC(=O)OC(C)(C)C)C(=O)NCC1CCC(C(=O)N[C@@H](Cc2ccccc2)C(=O)O)CC1 (stereo partly drawn) returned SENP7 inh 2.8, beta cell repl 0.4, SENP8 block-1 5.5, SENP6 inh 19.0, PfGluPho inh -2.8, SENP1 FRET inh 1.6, SENP8 block-2 25.4, HKDC1 inhibitor -3.6 and UBC13 polyUb 2.8.
CC(c1ccccc1C(=O)O)c1cc(F)cc2ccccc12 (stereo not drawn) was read as PfGluPho inh -28.8, SENP1 FRET inh 1.6, SENP8 block-2 6.5 and HKDC1 inhibitor 1.3.
CC(CCc1ccccc1)NC(=O)COc1cc(F)ccc1[N+](=O)[O-] (stereo not drawn) was read as SENP7 inh 7.2, beta cell repl -4.4, SENP8 block-1 8.6, SENP6 inh 17.0, PfGluPho inh -8.0, SENP1 FRET inh 0.0, SENP8 block-2 4.1, HKDC1 inhibitor -5.0 and UBC13 polyUb -10.2.
For Cc1ccc(C)c(C(=O)Cn2ncc(Cl)c(Cl)c2=O)c1 the results were SENP7 inh 5.5, beta cell repl -3.7, SENP8 block-1 -0.2, SENP6 inh 10.3, PfGluPho inh -9.5, SENP1 FRET inh 3.2, SENP8 block-2 17.8, HKDC1 inhibitor 9.5 and UBC13 polyUb -4.3.
Screening COc1ccc(NC(=O)CSc2sc3c(O)cc(=O)[nH]c3c2C#N)c(OC)c1 returned SENP7 inh 0.3, beta cell repl -3.5, SENP8 block-1 5.8, SENP6 inh 3.6, PfGluPho inh 8.2, SENP1 FRET inh -6.6, SENP8 block-2 -11.7, HKDC1 inhibitor 2.9 and UBC13 polyUb -4.2.
Screening COc1ccccc1CCn1cnc2c3cc(C)ccc3n(C)c2c1=O returned SENP7 inh -4.3, beta cell repl -0.8, SENP8 block-1 -7.5, SENP6 inh -9.5, PfGluPho inh 30.1, SENP1 FRET inh 1.4, SENP8 block-2 -285.0, HKDC1 inhibitor 9.5 and UBC13 polyUb 19.5.
Screening CCNC(=O)N(C)C[C@H]1N[C@@](Cc2ccccc2)(C(=O)OC)[C@H]2C(=O)N(C)C(=O)[C@@H]12 returned SENP7 inh -0.6, beta cell repl -3.4, SENP8 block-1 0.2, SENP6 inh -6.7, PfGluPho inh -5.9, SENP1 FRET inh -2.6, SENP8 block-2 -1.8, HKDC1 inhibitor -1.4 and UBC13 polyUb -5.8.
For C=CCn1c(N)c(C(=O)NCC2CCCO2)sc1=S (stereo not drawn) the results were SENP7 inh -1.1, beta cell repl -0.5, SENP8 block-1 -1.7, SENP6 inh -20.0, PfGluPho inh 20.3, SENP1 FRET inh 2.8, SENP8 block-2 21.1, HKDC1 inhibitor -7.8 and UBC13 polyUb -7.5.
Screening CC[C@]12c3[nH]c4ccc(Cl)cc4c3CCN1C(=O)[C@@H](CC(=O)NCCc1ccccn1)C[C@@H]2C(=O)N1CCN(C(=O)c2ccco2)CC1 returned SENP7 inh -7.8, PfGluPho inh -0.4, SENP1 FRET inh 0.9, SENP8 block-2 5.9 and HKDC1 inhibitor 1.9.
For CCCc1cc2c(cc1NC(=O)c1ccc(C(C)(C)C)cc1)OCO2 the results were SENP7 inh 2.2, beta cell repl 0.0, SENP8 block-1 8.3, SENP6 inh 4.5, PfGluPho inh 40.3, SENP1 FRET inh 3.1, SENP8 block-2 22.8, HKDC1 inhibitor 15.7 and UBC13 polyUb -3.1.
Screening CCc1cc(C(=O)Nc2nnc(C3CC3)s2)sc1C returned SENP7 inh -5.9, beta cell repl 3.6, SENP8 block-1 2.7, SENP6 inh -7.3, PfGluPho inh 16.0, SENP1 FRET inh -2.1, SENP8 block-2 -42.9, HKDC1 inhibitor 4.7 and UBC13 polyUb -1.4.
COc1ccc(OC)c(NC(=O)NNC(=O)COc2ccc(-c3ccccc3)cc2)c1 was read as SENP7 inh -2.6, beta cell repl -3.5, SENP8 block-1 -5.0, SENP6 inh -4.8, PfGluPho inh 7.0, SENP1 FRET inh -0.2, SENP8 block-2 3.6, HKDC1 inhibitor 0.1 and UBC13 polyUb 4.6.
`COc1ccc(C(=NNc2ccccc2C(=O)O)c2ccc(OC)cc2)cc1` gave SENP7 inh 7.4, beta cell repl 0.0, SENP8 block-1 10.3, SENP6 inh 13.5, PfGluPho inh -22.9, SENP1 FRET inh 2.2, SENP8 block-2 -12.2, HKDC1 inhibitor -4.8 and UBC13 polyUb -7.9.
For CCOc1ccc(CCNC(=O)Cn2ncn3nc(-c4ccc(OC)cc4)cc3c2=O)cc1OCC the results were SENP7 inh 2.4, beta cell repl -2.1, SENP8 block-1 3.5, SENP6 inh -6.9, PfGluPho inh -15.5, SENP1 FRET inh 1.4, SENP8 block-2 -128.8, HKDC1 inhibitor 0.8 and UBC13 polyUb 2.1.
CN(C)c1ccc(C=NCCC2(c3ccccc3)CCOC(C)(C)C2)cc1 (stereo not drawn) was read as SENP7 inh 5.8, beta cell repl -0.5, SENP8 block-1 -0.1, SENP6 inh 0.1, PfGluPho inh 12.1, SENP1 FRET inh -2.9, SENP8 block-2 -11.4, HKDC1 inhibitor 4.8 and UBC13 polyUb -16.6.

Reprinted from the part before: 2 compounds, then new ones.
For CCOc1ccc(CCNC(=O)Cn2ncn3nc(-c4ccc(OC)cc4)cc3c2=O)cc1OCC the results were SENP7 inh 2.4, beta cell repl -2.1, SENP8 block-1 3.5, SENP6 inh -6.9, PfGluPho inh -15.5, SENP1 FRET inh 1.4, SENP8 block-2 -128.8, HKDC1 inhibitor 0.8 and UBC13 polyUb 2.1.
CN(C)c1ccc(C=NCCC2(c3ccccc3)CCOC(C)(C)C2)cc1 (stereo not drawn) was read as SENP7 inh 5.8, beta cell repl -0.5, SENP8 block-1 -0.1, SENP6 inh 0.1, PfGluPho inh 12.1, SENP1 FRET inh -2.9, SENP8 block-2 -11.4, HKDC1 inhibitor 4.8 and UBC13 polyUb -16.6.
`CC1S/C(=N\N=C\c2cccc([N+](=O)[O-])c2)N(C(C)(C)C)C1=O` (stereo not drawn) gave SENP7 inh -3.0, beta cell repl -3.0, SENP8 block-1 2.7, SENP6 inh 2.7, PfGluPho inh 22.9, SENP1 FRET inh -1.3, SENP8 block-2 3.6, HKDC1 inhibitor 6.7 and UBC13 polyUb 6.9.
O=C(Nc1ccccc1)N1CCN(C(=O)Nc2ccccc2)CC1 was read as SENP7 inh 4.5, beta cell repl -0.4, SENP8 block-1 0.2, SENP6 inh -7.8 and UBC13 polyUb 4.6.
For COc1cccc(C(=O)Oc2cc(-c3ccccc3)no2)c1 the results were SENP7 inh -6.1, beta cell repl -2.0, SENP8 block-1 -16.4, SENP6 inh -10.7, PfGluPho inh -6.4, SENP1 FRET inh 1.2, SENP8 block-2 14.7, HKDC1 inhibitor -1.6 and UBC13 polyUb -6.9.
For Cc1ccc(OC(=O)c2ccc3c(=O)n4c(nc3c2)CCC4)cc1 the results were SENP7 inh 5.5, beta cell repl -0.1, SENP8 block-1 -16.3, SENP6 inh 4.7, PfGluPho inh 0.6, SENP1 FRET inh 0.2, SENP8 block-2 8.1, HKDC1 inhibitor -2.9 and UBC13 polyUb 0.4.
For Cc1[nH]c(=O)[nH]c(=O)c1S(=O)(=O)N1CCCC(C(=O)NCCc2ccc(Cl)cc2)C1 (stereo not drawn) the results were SENP7 inh -15.5, beta cell repl -1.3, SENP8 block-1 1.9, SENP6 inh -8.7, PfGluPho inh -11.4, SENP1 FRET inh 1.5, SENP8 block-2 15.3, HKDC1 inhibitor -5.7 and UBC13 polyUb 6.8.
`COc1ccc(C(=O)NC2CCN(C(=S)Nc3cc(C)cc(C)c3)CC2)cc1` gave SENP7 inh -10.1, beta cell repl -2.9, SENP8 block-1 -11.3, SENP6 inh 7.9, PfGluPho inh 0.4, SENP1 FRET inh 1.4, SENP8 block-2 10.8, HKDC1 inhibitor -7.4 and UBC13 polyUb -9.1.
`Cc1ccc(S(=O)(=O)NC(CC(=O)NC2CCCC2)c2ccco2)cc1` (stereo not drawn) gave SENP7 inh -2.2, beta cell repl -2.3, SENP8 block-1 -2.0, SENP6 inh -0.8, PfGluPho inh -2.9, SENP1 FRET inh -0.6, SENP8 block-2 0.9, HKDC1 inhibitor -1.6 and UBC13 polyUb 7.9.
CCc1nnc(NC(=O)CSC(=S)N2CCOCC2)s1 was read as SENP7 inh -2.1, beta cell repl 2.1, SENP8 block-1 -6.3, SENP6 inh -17.9, PfGluPho inh 6.1, SENP1 FRET inh 2.6, SENP8 block-2 3.7, HKDC1 inhibitor -4.1 and UBC13 polyUb 5.4.
